Gal4-VP16 FLuc: inhibits Gal4-VP16 luciferase reporter, ROR gamma counter-screen. hit rate 3.5% among 310,000. Potency, µM (top dose mostly 53.6 µM), inactives show at the top dose activity, negative = inhibition, most hits filed as inhibitors. Drosophila S2 Gal4-VP16 UAS-luciferase, luminescence, 20 h;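 note: Gal4-VP16 expression switched on by copper sulfate through the metallothionein promoter; potency is the fitted concentration of half-maximal effect; % is set by controls: 0 for no effect and ±100 for the full control effect; nearly all actives have a fitted effect of over 50% in size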
NPC1 promoter act: NPC1 promoter activation; Huh7 NPC1 promoter luciferase reporter, 24 h; Potency, µM (doses to about 9.22 µM), for inactives: at the highest dose activation, hits mostly activators; hit rate 2.4% among 320,000;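 note: potency is the fitted concentration of half-maximal effect; % of control where 0% means no effect; nearly all actives have a fitted effect of over 60% in size; reporter is driven by a mutant NPC1 promoter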
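NPC1 promoter–luciferase Huh7 cells; 24 h compound; luminescence.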
FLuc modulator: inhibits or activates purified firefly luciferase, miR-21 counter-screen; P08659; purified FLuc, Km substrates, luminescence inhibition; Potency, µM (titrated, usually from 57.5 µM), for the others: at the highest dose activity change, negative = inhibition, actives largely listed as inhibitors; hit rate 6.9% among 360,000;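 note: potency is the fitted concentration of half-maximal effect; plate controls were vehicle for no effect and reference inhibitor for full effect; nearly all actives have a fitted effect of over 55% in size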
Target sequence (P08659 whole entry, looked up): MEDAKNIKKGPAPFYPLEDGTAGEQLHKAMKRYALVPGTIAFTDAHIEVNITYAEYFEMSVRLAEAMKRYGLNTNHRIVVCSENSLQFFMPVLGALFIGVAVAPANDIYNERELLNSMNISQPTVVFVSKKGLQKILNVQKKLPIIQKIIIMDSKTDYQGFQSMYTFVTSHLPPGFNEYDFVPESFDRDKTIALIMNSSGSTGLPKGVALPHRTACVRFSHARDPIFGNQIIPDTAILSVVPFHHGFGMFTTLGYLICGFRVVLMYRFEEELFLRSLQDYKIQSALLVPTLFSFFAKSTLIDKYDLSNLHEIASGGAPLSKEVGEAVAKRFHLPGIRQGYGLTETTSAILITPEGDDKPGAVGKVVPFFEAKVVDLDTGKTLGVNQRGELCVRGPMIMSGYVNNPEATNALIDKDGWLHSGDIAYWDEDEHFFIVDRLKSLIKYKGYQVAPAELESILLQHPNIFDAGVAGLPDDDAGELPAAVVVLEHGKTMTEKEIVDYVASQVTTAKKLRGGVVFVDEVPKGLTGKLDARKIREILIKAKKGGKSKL
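Biochemical qHTS of compounds, final roughly 60 µM downward over six points, against 10 nM purified firefly luciferase using Km concentrations of substrates (10 uM D-luciferin, 10 uM ATP) in Tris acetate pH 7.5 buffer; luminescence output.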
Tb PFK block: blocks T. brucei phosphofructokinase; O15648; T. brucei PFK, ADP-Glo luminescence; Potency, µM (series often up to 57.5 µM), without a hit: at the highest dose activity, negative = inhibition, hits mostly inhibitors; hit rate 0.17% among 330,000;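 note: potency is the fitted concentration of half-maximal effect; 0% = uninhibited 1x PFK enzyme wells and -100% = no-enzyme wells; nearly all actives have a fitted effect of over 60% in size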
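Activity is normalized to no-enzyme wells (full inhibition) and 1.25 nM enzyme wells (no inhibition). Reaction: 0.5 mM F6P, 0.1 mM ATP, 45 min RT, ADP-Glo luminescence; concentration-response curves fitted and classed by quality.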
TRPV1 agonist: activates the human vanilloid receptor TRPV1 | activation, % at 8.33 µM | AID 540275 | TRPV1-expressing cells, Fluo-8 calcium influx, agonist mode | hit rate 0.19% among 320,000 | Q8NER1; in the data active = activation above about 80%; inconclusive = between about 30% and that limit; note: 0% is about no effect
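TRPV1-expressing cells were cultured overnight at 35.5C and loaded with Fluo-8 calcium dye for 40 to 90 min at room temperature. After a 10 s baseline, compound was added and calcium influx was read kinetically for 3 min (ex 480/em 520 nm).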
ELG1 DNA repair: blocks ELG1-dependent DNA repair in HEK293T cells. HEK293T ELG1-luciferase reporter, luminescence, 16 h; DNA damage induced by 5-fluorouridine. Potency, µM (titrated, usually from 46.1 µM), inactives show at the highest dose activity change, negative = inhibition, hits mostly inhibitors. hit rate 2.3% among 330,000; note: potency is the fitted concentration of half-maximal effect; % is set by controls: 0 for no effect and ±100 for the full control effect; nearly all actives have a fitted effect of over 55% in size
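Quantitative HTS, concentration-response format. 2,000 cells/well co-treated with 5-fluorouridine and compound, 16 hr in 5% CO2 at 37 °C; ONE-Glo luminescence read after 30 min.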
p53 reactivation: mutant p53 re-activation in reporter cells. H1299 p53-A138V BP100-luciferase reporter, luminescence, 24 h. Potency, µM (titrated, usually from 92.2 µM), without a hit: at the highest dose activity change, positive = activation, hits mostly activators. hit rate 0.063% among 320,000. AID 504706; note: potency is the fitted concentration of half-maximal effect; % of control where 0% means no effect; nearly all actives have a fitted effect of over 45% in size
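H1299 (p53-null), stable ts p53-A138V + BP100-Luc; 1000 cells/well, Opti-MEM/10% FBS; cpd 4 pt, 1:5; 24 h, 37 deg C, 5% CO2; detection reagent 10 min RT; luminescence.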
BRCA1 expr act: BRCA1 expression activation; MCF7-BRCA1-FFLuc reporter, luminescence, 48 h; response scale: scaled: vehicle 0%, 10 µM genistein 100%; Potency, µM (series often up to 46.1 µM), for the others: at the highest dose activation, most hits filed as activators; hit rate 1.1% among 380,000; note: potency is the fitted concentration of half-maximal effect; nearly all actives have a fitted effect of over 80% in size; some results filed as inactive show a strong effect at the top dose
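Activators of BRCA1 expression were detected as increased firefly luciferase luminescence in engineered MCF7 cells after 48 h compound incubation. Signals were scaled to genistein 10 microM as full activation.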
RORg inh: blocks mouse ROR gamma transcriptional activity. Drosophila S2 Gal4-RORgamma UAS-luciferase reporter, 20 h. P51450. hit rate 5.4% among 310,000. Potency, µM (doses to about 53.6 µM), for inactives: at the highest dose activity change, negative = inhibition, actives largely listed as inhibitors; note: potency is the fitted concentration of half-maximal effect; % is set by controls: 0 for no effect and ±100 for the full control effect; nearly all actives have a fitted effect of over 60% in size
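Luminescence from a UAS-regulated Photinus luciferase reporter in stably transfected Drosophila Schneider cells is measured; decreased signal marks ROR gamma inhibition. Fusion expression is induced by 700 uM copper sulfate for 20 hr.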
ELG1 genotoxic: inducers of genotoxicity in HEK293T ELG1-luciferase cells; Potency, µM (doses to about 46 µM), for the others: top-dose activity change, positive = activation, usual class: activators; AID 504466; HEK293T ELG1-luciferase reporter, luminescence, 16 h; hit rate 1.3% among 330,000; note: potency is the fitted concentration of half-maximal effect; % of control where 0% means no effect; nearly all actives have a fitted effect of over 60% in size
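Screening used a luciferase reporter fused to human ELG1 in HEK293T cells. Luminescence was read on a CCD plate imager after 16 hr exposure and 30 min ONE-Glo incubation.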
Rab9 prom act: Rab9 promoter activation | Huh7 Rab9 promoter-luciferase reporter, luminescence, 24 h | Potency, µM (doses to about 9.22 µM), for the others: at the top dose activation, negative = inhibition, usual class: activators | hit rate 2.8% among 320,000; note: potency is the fitted concentration of half-maximal effect; % of control where 0% means no effect; nearly all actives have a fitted effect of over 60% in size
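Cell-based reporter: Huh7 stable for Rab9 promoter-driven luciferase, plated in reduced-serum medium with 10% FBS at 1500 cells/well, compound-treated 24 h at 37 °C, luminescence read after 10 min reagent.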
Numbers without * were called inactive; ? = inconclusive; nt = no result given; [ ] = dose if it differs, or a comment. Unless noted, calls come from the whole dose curve; as a rule, active = well fitted curve in the direction sought with a large enough effect; inconclusive = small, poorly fitted or top-dose-only effect, or another doubt; inactive = no such curve, though single readings can be large; an effect the other way counts as inactive or inconclusive.

Molecule,Gal4-VP16 FLuc,NPC1 promoter act,FLuc modulator,Tb PFK block,TRPV1 agonist,ELG1 DNA repair,p53 reactivation,BRCA1 expr act,RORg inh,ELG1 genotoxic,Rab9 prom act
Cc1ccc(NC(=O)NCc2cccnc2)cc1C,-19%,-2%,-1%,1%,2,29%,11%,11%,16%,7%,3%
CC(C)(C)C1CCc2c(sc(NC(=O)c3cccs3)c2C(N)=O)C1 (centres undefined),?,?,0.54µM*,-5%,2,?,9%,34%,6%,?,4µM*
COCCNC(=O)C(c1ccc(O)cc1)N(Cc1ccco1)C(=O)CCC(=O)Nc1ccccn1 (centres undefined),-5%,-5%,-2%,5%,-7,-1%,-1%,-14%,-12%,0%,-2%
COc1ccc(CN2C(=O)Cc3c2nc(N)c2c(N)nc(N4CCOCC4)c(C#N)c32)cc1,-4%,-5%,2%,1%,2,?,2%,-5%,-20%,-3%,-2%
CC(=O)Nc1ccc(S(=O)(=O)NCc2cccnc2)cc1,1%,-4%,0%,-1%,1,?,12%,0%,15%,-1%,-1%
O=C(COc1ccc([N+](=O)[O-])cc1)NNC(=O)c1cccs1,12%,-8%,?,-1%,-5,7%,2%,-18%,-1%,3%,1%
CC(=O)N/C(=C/c1ccc([N+](=O)[O-])cc1)C(=O)O,1%,-2%,-2%,5%,3,16%,1%,2%,-11%,2%,-4%
CCOc1ccc(NS(=O)(=O)c2ccc3c(c2)N(C(C)=O)CC3)cc1,-1%,-7%,1%,-2%,-3,2%,2%,0%,?,-2%,-17%
CC(NC(=S)Nc1ccccc1)C(c1cccs1)N1CCOCC1 (centres undefined),?,0%,1%,4%,5,-14%,-1%,-10%,11µM*,-1%,1%
CCn1c(SC)nnc1C1CCN(S(=O)(=O)c2ccc(OC)cc2)CC1,-5%,-2%,0%,0%,2,-6%,-1%,-41%,0%,-4%,-11%
C=CCOc1cccc(C(=O)NC(c2ccccc2)C(C)C)c1 (centres undefined),-10%,-9%,1%,-1%,29,-8%,4%,-7%,22%,-3%,1%
COc1cc2c(cc1OC)C1(NCC2)C(=O)Nc2ccccc21 (centres undefined),3%,0%,1%,6%,-1,-2%,-10%,2%,7%,3%,8%
Cn1c(SCC(=O)Nc2cccc(S(=O)(=O)NC3=NCCCCC3)c2)nnc1-c1ccccc1,-3%,-6%,2%,1%,-1,4%,-4%,-5%,1%,-4%,-6%
CC(=O)c1ccc(N2CCN(C(=O)CCCn3c(=S)[nH]c4cc5c(cc4c3=O)OCO5)CC2)cc1,?,1%,4%,0%,-1,18µM*,12%,-32%,11µM*,-3%,-10%
O=c1c(NCCc2ccccc2)c(-c2ccccc2)c1=O,-3%,1%,-2%,-20%,-4,?,12%,-22%,-6%,1%,-8%
CCC(=O)N(CCc1ccc(OC)c(OC)c1)Cc1cc2ccc(C)cc2n2nnnc12,0%,-12%,-11%,-1%,3,?,-4%,12%,-1%,-5%,-6%
O=C(COc1ccc2c(C(F)(F)F)cc(=O)oc2c1)NCc1cccs1,-16%,-10%,0%,7%,?,-12%,-5%,23%,38%,-3%,-7%
Cc1c(C(=O)c2ccccc2C(=O)O)sc2ccccc12,-4%,-3%,-1%,-1%,0,3%,-3%,0%,-23%,-1%,3%
Nc1[nH]n2c(=O)cc(-c3ccccc3)nc2c1N=Nc1ccccc1,10%,-11%,17µM*,1%,-1,6%,-5%,-58%,-35%,-5%,-22%
CCC1CCc2c([nH]c3ccccc3c2=O)O1 (centres undefined),-21%,-2%,?,4%,1,?,23%,3%,?,0%,2%
CCCN(C(=O)c1cc(Cl)nc2ccccc12)C1CCS(=O)(=O)C1 (centres undefined),nt,-1%,2%,0%,-3,-3%,-4%,1%,nt,0%,-5%
CCNC(=S)Nc1cc(OCC)c(N2CCOCC2)cc1OCC,-5%,0%,1%,1%,-4,-7%,1%,11%,-35%,3%,-7%
CC(C)Cc1cc(C(=O)N2N=C(C(F)F)CC2(O)C(F)F)c2ccccc2n1 (centres undefined),23%,1%,-7%,-2%,11,?,14%,-2%,-4%,-2%,-3%
O=C(NCCCCc1ccccc1)c1ccc(Br)o1,?,-12%,-15%,-3%,-5,-2%,22%,29%,?,-3%,-3%
CC(C)N1C(=O)/C(=C/c2nc3ccccc3c(=O)n2-c2ccccc2)c2ccccc21,6%[0.365 µM],-10%,-13%,-23%,9,21µM*,3%,-99%,?,-53%[inhibitor],-1%
CCOC(=O)C1CCN(C(=O)Cc2c(C(=O)O)[nH]c3ccccc23)CC1,2%,-4%,11%,0%,-2,4%,1%,-2%,-4%,1%,2%
Fc1cccc(C[n+]2csc3ccccc32)c1,?,1%,?,-12%,3,-23%,6%,-17%,?,0%,9%
Cn1cccc1C(=O)N1CCc2ccccc2C1,-18%,15%,-7%,2%,0,?,-1%,60%,13%,15%,17%
CCOC(=O)c1c(C)[nH]c(C)c1C(=O)COC(=O)/C=C/c1ccccc1[N+](=O)[O-],nt,nt,nt,1%,nt,?,-5%,-23%,nt,1%,nt
COc1cc(NC(=S)NCCC(c2ccccc2)c2ccccc2)c(OC)cc1Cl,3.2µM*,-1%,5%,0%,-3,-20%,11%,-54%,5µM*,-11%,-1%
Cc1ccc(-c2cc(C(=O)NCc3cccnc3)no2)cc1,-9%[0.365 µM],?,11µM*,-8%,?,?,3%,?,-14%,13µM*,?
Cc1ccc(S(=O)(=O)N/N=C/c2cnn(C)c2C)cc1,-1%,0%,8%,1%,9,9%,-1%,3%,-15%,1%,1%
COc1ccc(NC(=O)COc2nsnc2N2CCOCC2)cc1,3%,-6%,5%,4%,12,-2%,-4%,-1%,18%,-3%,-2%
O=C(Nc1ccc(Cl)cn1)c1ccc2c(c1)OCCO2,?,0.5µM*,1.3µM*,0%,?,?,-1%,-8%,8.9µM*,1.2µM*,0.56µM*
COc1ccccc1C(=O)NC(CCSC)C(=O)NNC(=O)c1ccccc1O (centres undefined),nt,1%,?,0%,1,2%,7%,-56%,nt,7%,-4%
O=C(O)[C@@H]1CCCN1S(=O)(=O)c1cccc2cccnc12,nt,-3%,1%,-20%,4,3%,0%,-7%,nt,7%,-7%
COc1ccc(NC(=O)CCCNC(=O)Cn2cnc3sc(C)c(C)c3c2=O)cc1OC,-4%,2%,-4%,5%,1,4%,-2%,-24%,5%,2%,5%
COc1ccc2c(c1)C(C)=CC(C)(C)N2S(=O)(=O)c1ccc(NC(C)=O)cc1,3%,-10%,1%,3%,24,-2%,nt,-79%,25%,13%,-24%
CC(=O)OC[C@H]1COc2ccc3ccccc3c2[C@H]1N(C)C(C)=O,-16%,-1%,-1%,-2%,2,-7%,-5%,15%,-16%,-6%,-5%
CC1=Nn2c(nnc2-c2ccco2)SC1,-9%,-3%,5%,0%,-5,-15%,-10%,1%,10%,0%,-8%
O=C(Cn1cnc(Cl)c1Cl)c1ccc(F)cc1,-1%,-2%,1%,2%,8,-1%,3%,18%,0%,-13%,1%
COc1ccc(CC(=O)Nc2cccc(-c3csc(C)n3)c2)cc1,5%,-1%,?,-7%,?,?,?,7%,?,-1%,-3%
CCCC(=O)Nc1ccc(Cl)c(NC(=S)NC(=O)c2ccco2)c1,17%,1%,5%,7%,-3,?,-24%,-2%,?,-2%,10%
CCN(c1ccccc1)S(=O)(=O)c1ccc2c(c1)C(C)(C)C(=O)N2C,-8%,-1%,5%,-6%,0,14%,5%,-21%,?,-8%,-2%
O=C(OCC1CCNCC1)c1ccc2c(c1)OCO2,5%,1%,5%,-1%,1,-7%,nt,15%,-26%,-1%,-2%

From PubChem BioAssay
